Assay outcomes: PubChem BioAssay, several laboratories
Fam108B inh – mouse Fam108B serine hydrolase inhibitors, primary screen, counter-screen for RBBP9 inhibitor project, biochemical, fluorescence polarization; recombinant Fam108B, FP-Rh probe fluorescence polarization; inhibition, % at 9.51 µM; 0.33% of 300,000 active;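 active means inhibition above the screen mean inhibition plus 3 SD, computed separately per campaign, cut at about 18% in these data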;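 further: inhibitors lower polarization as less probe binds the enzyme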
TPT1 inh – Candida albicans TPT1 enzyme inhibitors, primary screen, biochemical, fluorescence polarization; tRNA 2'-phosphotransferase TPT1 (Candida albicans SC5314); inhibition, % at 5 µM; AID 1962, 2009; recombinant caTPT1, FP RNA substrate dephosphorylation; 0.81% of 300,000 active;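 active means inhibition above the mean of all tested compounds plus 3 SD, set per screening campaign, cut at about 24% in these data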;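 further: plate controls were DMSO alone for no effect and ferristatin control at 100 nM for full effect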
MCL1-BIM inh – inhibitors of MCL1 binding to BIM-BH3, primary screen, biochemical, fluorescence polarization | Induced myeloid leukemia cell differentiation protein Mcl-1 (Homo sapiens), Q07820 | GST-MCL1 / FITC-Bim-BH3 fluorescence polarization | inhibition, % at 10.9 µM | 0.68% of 320,000 active | AID 2057, 2009;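 active means inhibition above the mean inhibition of all tested compounds plus 3 SD, set per campaign, cut at about 40% in these data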;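 further: 0% = DMSO wells and 100% = unlabeled Bim-BH3 peptide control; higher means more loss of mP so more displacement of Bim peptide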
GSTO1 inh – inhibitors of recombinant GSTO1, primary screen, counter-screen for RBBP9 inhibitor project, biochemical, fluorescence polarization; Glutathione S-transferase omega-1 (Homo sapiens), P78417; activity-based probe fluorescence polarization; inhibition, % at 5.96 µM; 1.1% of 300,000 active;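 active means inhibition above the campaign mean inhibition plus 3 SD, cut at about 35% in these data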;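 further: 0% = GSTO1-1 with DMSO and 100% = wells lacking GSTO1-1 enzyme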
PAD4 FP inh – human PAD4 inhibitors, primary screen, biochemical, fluorescence polarization, 1536-well format; Protein-arginine deiminase type-4 (Homo sapiens), Q9UM07; recombinant PAD4, RCA probe fluorescence polarization; inhibition, % at 6.36 µM; 0.41% of 330,000 active; AID 485272, 2010;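 active means percent inhibition above a cutoff equal to the mean of all tested compounds plus 3 SD, cut at about 15% in these data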;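 further: 0% = PAD4 with RCA probe and DMSO and 100% = probe without PAD4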
GLD-1 TGE inh – GLD-1/TGE RNA complex disruptors, primary screen, biochemical, fluorescence polarization; purified GLD-1 + fluorescein TGE RNA; inhibition, % at 5.96 µM; 0.44% of 320,000 active; AID 2280, 2010;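 active means percent inhibition above a per-plate cutoff, the plate mean of test compounds plus 3 SD, cut at about 30% in these data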;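 further: 0% = DMSO wells with GLD-1 and probe and 100% = wells lacking GLD-1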
MEX-5 binding – MEX-5 zinc finger RNA-binding disruptors – biochemical, C. elegans, fluorescence polarization, MLPCN library, primary screen; Zinc finger protein mex-5 (Caenorhabditis elegans), Q9XUB2; 0.38% of 300,000 active; activity score (negative = inhibition of binding), % at 10 µM; MEX-5/FITC-TCR2 RNA binding; hits give low values;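 active means inhibition past about -25% in most replicates, and total fluorescence under double the plate's negative control median, limit read from the data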;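 further: 0% = DMSO and -100% = 5 µM competing unlabeled TCR2 RNA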
Target sequence (Q9XUB2 whole entry, looked up): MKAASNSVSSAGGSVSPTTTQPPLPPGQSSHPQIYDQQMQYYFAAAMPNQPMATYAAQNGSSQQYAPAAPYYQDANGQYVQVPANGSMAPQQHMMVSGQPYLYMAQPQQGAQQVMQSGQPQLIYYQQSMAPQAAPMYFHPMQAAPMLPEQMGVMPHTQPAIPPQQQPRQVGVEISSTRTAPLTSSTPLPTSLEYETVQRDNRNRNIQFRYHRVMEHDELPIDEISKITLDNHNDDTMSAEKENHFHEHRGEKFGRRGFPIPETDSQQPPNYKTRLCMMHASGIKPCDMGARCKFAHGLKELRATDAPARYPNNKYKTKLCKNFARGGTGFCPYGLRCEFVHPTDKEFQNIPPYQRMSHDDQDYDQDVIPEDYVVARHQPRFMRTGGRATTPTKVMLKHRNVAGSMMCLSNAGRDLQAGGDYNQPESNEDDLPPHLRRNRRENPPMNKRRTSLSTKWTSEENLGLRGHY
PME-1 primary – PME-1 inhibitors via competitive probe labeling, primary screen, biochemical, fluorescence polarization, FP-Rh probe, HTS; Protein phosphatase methylesterase 1 (Homo sapiens), Q9Y570; recombinant PME-1; inhibition, % at 5.9 µM; 0.53% of 320,000 active; AID 2130, 2009;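 active means inhibition above the campaign mean of all compounds plus 3 SD, cut at about 26% in these data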;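 further: competitive labeling of PME-1 active site by serine hydrolase directed probe; 0% = PME-1 with DMSO and 100% = wells lacking PME-1 enzyme; inhibitors block probe labeling so polarization falls and inhibition rises; many of its hits are not listed in these tables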
Target sequence (Q9Y570 whole entry, looked up): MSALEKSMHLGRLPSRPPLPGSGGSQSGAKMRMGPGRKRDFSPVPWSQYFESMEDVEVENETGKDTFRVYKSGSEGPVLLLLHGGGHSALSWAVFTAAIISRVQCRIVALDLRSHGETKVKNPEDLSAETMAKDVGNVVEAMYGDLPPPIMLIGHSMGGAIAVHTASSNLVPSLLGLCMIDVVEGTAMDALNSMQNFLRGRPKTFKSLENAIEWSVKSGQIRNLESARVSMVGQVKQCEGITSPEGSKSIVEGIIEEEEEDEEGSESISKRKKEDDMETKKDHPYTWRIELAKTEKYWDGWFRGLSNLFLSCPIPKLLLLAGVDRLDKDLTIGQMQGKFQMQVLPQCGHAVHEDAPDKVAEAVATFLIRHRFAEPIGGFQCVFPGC
BCLXL inh – inhibitors of human Bcl-xL, primary screen, biochemical, fluorescence polarization, HTS; Bcl-2-like protein 1 (Homo sapiens), Q07817; GST-Bcl-xL / FITC-Bim BH3 peptide fluorescence polarization; inhibition, % at 10.9 µM; 0.7% of 320,000 active; AID 2129, 2009;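 active means inhibition above the mean of all tested compounds plus 3 SD, cutoff set per campaign, cut at about 30% in these data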;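 further: 0% = DMSO wells and 100% = unlabeled Bim-BH3 peptide competitor; inhibitors lower millipolarization by displacing the labeled peptide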
Target sequence (Q07817 whole entry, looked up): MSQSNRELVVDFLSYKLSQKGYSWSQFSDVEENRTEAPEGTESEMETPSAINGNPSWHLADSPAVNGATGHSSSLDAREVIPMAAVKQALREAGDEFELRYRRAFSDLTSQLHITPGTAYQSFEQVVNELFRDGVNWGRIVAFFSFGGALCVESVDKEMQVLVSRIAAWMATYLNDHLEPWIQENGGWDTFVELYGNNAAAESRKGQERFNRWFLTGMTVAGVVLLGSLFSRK
An asterisk follows results filed as active; x = no result given. A portion of the library; the hit share may differ from the screen's.

SMILES	Fam108B inh	TPT1 inh	MCL1-BIM inh	GSTO1 inh	PAD4 FP inh	GLD-1 TGE inh	MEX-5 binding	PME-1 primary	BCLXL inh
CN1CCN(C(=O)CN(Cc2ccccc2)S(C)(=O)=O)CC1	0	0	-1	10	-2	7	-0.4	-3	0
CCO[C@@H]1OC(C(=O)NCc2nc3ccccc3[nH]2)=C[C@H](c2coc3ccccc3c2=O)[C@H]1CCCO	-2	-1	9	3	-4	2	0.3	-3	2
Cc1nnc(SCc2ccccc2CSc2nnc(C)s2)s1	2	2	5	11	2	4	1.0	0	4
COc1ccccc1C1/C(=C(/O)c2ccc(C)cc2)C(=O)C(=O)N1Cc1ccco1 (stereo not drawn)	1	1	5	-2	-2	1	-1.4	3	8
COc1ccc(CN2C(=O)C(C)N(C(=O)c3c(F)cccc3F)c3ccccc32)cc1 (stereo not drawn)	3	3	-1	-3	1	0	-1.3	8	0
Cc1cccc(NS(=O)(=O)c2cc(C(=O)N3CCc4ccccc4C3)ccc2Cl)c1C	-1	-2	2	-1	-10	1	-2.6	17	6
NC(=O)C1CCN(Cc2nc(-c3cccs3)no2)CC1	-1	-5	6	5	-3	6	1.2	-3	5
COc1ccccc1NC(=O)C(C/C=C(\C)Cl)C(C)=O (stereo not drawn)	5	-3	0	1	4	0	0.0	0	1
COc1ccc2c(c1)c1ncn(CCN3CCCC3)c(=O)c1n2C	-4	-5	5	-11	-3	1	2.6	0	3
CCCC(c1nnnn1CS(=O)(=O)c1ccc(C)cc1)N1CCC(C(N)=O)CC1 (stereo not drawn)	1	-5	5	13	3	-2	1.7	-3	5
CN1C(=O)c2cccc(NC(=O)C3CCCCC3)c2C1=O	-4	2	0	-5	-3	3	1.3	1	6
CCN(C(=O)COC(=O)CNC(=O)c1ccccc1C)C1=CCCCC1	x	x	-1	x	0	4	x	-9	-4
COc1ccc(CNC(=O)[C@@H](NC(=O)C2CCN(C(=O)[C@@H](N)CC(C)C)CC2)C(C)C)cc1	-1	-1	1	2	-2	-4	2.3	-3	3
CCN1CCN(c2nc(-c3ccccc3Cl)nc3ccccc23)CC1	-1	-3	10	-1	3	-2	-3.7	7	7
O=C(COC(=O)Cn1cc(C(F)(F)F)ccc1=O)Nc1ccccc1	x	x	-9	x	-4	3	x	-4	0
Cc1ccc2cc(C#N)c(NCCNC(=O)C3CC3)nc2c1C	0	3	6	-3	-6	6	-1.2	6	-1
Cc1cc(Cl)ccc1NC(=O)CN1C(=O)CSc2ccc(S(=O)(=O)N3CCOCC3)cc21	1	1	-1	-1	1	-3	0.6	2	2
COCCCNC(=O)C1CCN(S(=O)(=O)c2c(C)noc2/C=C\c2ccc(OC)cc2)CC1	-1	-1	-1	3	-4	-3	1.2	4	-4
C=CCNC(=S)NNC(=O)c1ccccc1OCC	-4	1	11	5	0	2	0.7	1	7
CC1(C)Cc2ccccc2-c2nnc(-c3ccc4ccccc4n3)n21	-7	-1	3	-5	-2	8	-1.1	3	3
CCCCN(C)C(=O)c1nc2ccccn2c1CNC1CCC1	7	-1	11	19	-6	3	-0.5	2	9
C#CCCOC(=O)N1C2=NC(C(=O)OC)=C(C(=O)OC)[C@@H]3N(C)c4ccccc4[C@]23C[C@H]1CO	-2	1	5	2	6	-2	0.4	9	3
COc1ccc(OCCC(=O)OCC(=O)Nc2ccc(Br)cc2)cc1	1	0	0	4	0	-3	3.2	3	0
O=C(Nc1cccc(-c2nnc(-c3ccccc3)o2)c1)c1ccco1	-1	-3	3	-2	-2	0	-0.3	-10	3
CC(C)CC(=O)N=Nc1c(O)[nH]c2ccccc12	3	-5	8	18	-7	5	-3.1	-7	8

Additional structures
SMILES	Fam108B inh	TPT1 inh	MCL1-BIM inh	GSTO1 inh	PAD4 FP inh	GLD-1 TGE inh	MEX-5 binding	PME-1 primary	BCLXL inh
COc1cc(NC(=O)c2cc(C(C)C)on2)c(OC)cc1Cl	1	-1	1	9	2	-1	x	-3	6
Cc1cc(C)c(S(=O)(=O)N2CCCCC2CCNC(=O)C(=O)NCc2cccnc2)c(C)c1 (stereo not drawn)	-1	3	-7	11	-1	5	-1.8	-5	-8
O=C(NNc1ccc([N+](=O)[O-])cc1)C1C2CCCCC21 (stereo not drawn)	-2	5	-46	-1	-2	-11	4.9	-2	-16
O=C(O)c1ccc(/C=N/Nc2ncc(Cl)cc2Cl)cc1	1	-2	1	-1	2	4	2.6	0	3
O=C(COc1nc2ccccc2nc1N1CCOCC1)Nc1ccc(S(=O)(=O)N2CCCC2)cc1	1	23	-31	2	-2	-2	6.3	4	-4
CC(=O)Nc1cc2c(cc1C(C)=O)OCCO2	-2	-4	6	-6	-3	0	2.9	-6	1
CCOC(=O)NC(=S)Nc1ccc(OC)cc1	3	-1	11	1	2	0	0.4	4	9
CCC1=[N+](C)CCn2c(C)ccc21	-2	-7	-18	1	-7	-10	0.2	0	-11
c1ccc(-n2ncc3c(NCCN4CCCCC4)ncnc32)cc1	-1	3	-1	-7	4	7	1.7	8	-3
O=C(O)CCCCCNC(=O)c1ccc(C(=O)NCCCCCC(=O)O)cc1	-2	-2	5	0	0	-3	x	-3	-1
CC(=O)NC1=NC(=O)CS1	-7	2	10	6	-1	-3	-3.3	3	2
CCOC(=O)c1c[nH]c(=S)n1C	0	-3	-11	2	-3	-2	1.0	0	-8
CCCN(CCC)C(=O)c1oc2ccccc2c1NC(=O)Cc1cccc(OC)c1	-2	-1	2	0	1	-4	2.3	-6	2
Cc1c(/C=C(\C#N)c2nn(-c3ccccc3)c(N)c2C#N)c2ccccc2n1Cc1ccc(F)cc1	1	3	-6	-3	-1	7	-3.7	1	-2
CC(C(=O)NNS(=O)(=O)c1cccc(C(F)(F)F)c1)n1nnc(N2CCOCC2)n1 (stereo not drawn)	6	1	0	12	1	3	-2.0	8	6
O=C(CSc1nnc(-c2ccccc2Cl)o1)Nc1ccccn1	-1	2	-4	5	0	6	0.0	8	-3
Cc1cc2ccccn2c1C(=O)c1nc(N2CCOCC2)ncc1Cl	1	-2	0	-2	6	5	1.1	4	-2
CC(=O)c1ccc(NC(=O)CSc2nnc3ccc(-c4ccccn4)nn23)cc1	3	-2	0	10	2	0	-1.0	1	-1
Cc1ccc(NC(=O)CN2C(=O)COc3ccc(S(=O)(=O)N4CCOCC4)cc32)cc1N(C)C	3	-2	-2	4	1	5	-4.1	2	1
CCOc1cc(/C=C2/SC(=S)N(Cc3ccccc3)C2=O)ccc1O	-40	26*	-13	-116	-70	0	-1.8	-178	-9
COc1ccc(C(=O)Nc2ccc(Oc3nc(C)nc4sc(-c5ccccc5)cc34)cc2)cc1OC	-6	-2	3	-3	-1	-1	-1.2	-1	3
Cc1cccc(Oc2ccc(NC(=O)C3=CC=CN4CCS(=O)(=O)N=C34)cc2)c1	x	x	2	x	1	7	x	-3	3
Cc1ccc(NC(=O)COC(=O)C(NS(=O)(=O)c2ccc(Cl)cc2)C(C)O)cc1 (stereo not drawn)	3	1	-2	3	-2	-6	-0.2	3	3
CCC(=O)Nc1cccc(C2=NOC3(C2)C[C@@H](C(N)=O)N(C(=O)c2ccc(OC)cc2)C3)c1 (stereo partly drawn)	0	-2	8	4	3	-2	1.8	5	6
COCc1cc(C)nc(N2CCc3ccccc32)c1C#N	0	1	-1	-1	-5	-6	-0.2	2	0

(next part)
SMILES	Fam108B inh	TPT1 inh	MCL1-BIM inh	GSTO1 inh	PAD4 FP inh	GLD-1 TGE inh	MEX-5 binding	PME-1 primary	BCLXL inh
C=CCOc1ccc(C(=O)c2ccccc2)c(OCC(=O)NC2(C#N)CCCC2)c1	-2	-2	4	-5	-4	3	0.8	6	3
CCCn1c(=O)c2ccccc2n2c(Sc3nnnn3-c3ccccc3)nnc12	0	-4	10	-1	1	-3	-0.2	4	6
CCN(CC)c1cc(Cl)c2nonc2c1N	-1	-1	2	4	-3	6	-0.4	1	7
O=C1c2oc3ccccc3c(=O)c2C(c2cccnc2)N1CCCN1CCOCC1 (stereo not drawn)	-1	6	15	7	-3	3	-0.1	-3	11
CCOc1ccc(NC(=S)NNC(=O)CC(C)O)cc1 (stereo not drawn)	1	2	0	2	-2	4	-5.9	-1	4
CC1CC(=O)Nc2ccccc2N1C(=O)CN1CCN(C=O)CC1 (stereo not drawn)	4	2	-7	3	-5	4	2.5	0	3
COc1cc2[nH]c(=O)n(CCC(=O)N3CCc4ccccc4C3)c(=O)c2cc1OC	1	1	5	9	-3	0	-0.2	-1	1
CCOc1ccc(NC(=O)NC(C)c2ccc3c(c2)OCO3)cc1 (stereo not drawn)	1	-2	-5	3	3	-2	0.5	4	-1
COc1ccc(OC)c(/C=N/NC(=O)CSc2nnc(C)n2-c2ccccc2)c1	13	0	1	1	4	-2	-1.6	1	3
N#Cc1ccc(-c2ccc(F)cc2)nc1SCC(=O)Nc1sc2c(c1C#N)CCC2	-3	26*	-11	11	-5	-21	-1.9	-2	-8
Cc1ccccc1OCC(O)Cn1c(Br)nc2c1c(=O)n(C)c(=O)n2C (stereo not drawn)	-1	-1	-2	1	0	-3	-0.7	1	2
Cc1cc(=O)n(CCC(=O)O)c2ccccc12	1	-8	-1	12	-2	-1	-2.4	0	6
CN1CCN(S(=O)(=O)CC2(C)C3CCC2(C)C(=O)C3Br)CC1 (stereo not drawn)	-3	-1	-3	0	-2	0	-0.5	4	2
COc1ccc2oc(C(=O)Nc3ccc(N4CCOCC4)cc3)c(C)c2c1	3	8	9	4	2	2	1.7	2	4
Cc1cc(C)n(-c2cccc(C(=O)O)c2)n1	-1	-1	-3	0	1	10	0.4	-4	-2
COc1cc(OC)c(-n2cc(-c3ccc(Cl)cc3)[nH]c2=O)cc1Cl	-3	-1	1	-5	-2	3	-2.9	0	3
O=C(Nc1ccc(-c2nnc(-c3ccccc3)o2)cc1)C1CCCO1 (stereo not drawn)	1	-1	5	-9	-1	7	-3.5	-4	5
CCOC(=O)c1sc2nc(C)nc(NCCc3ccc(S(N)(=O)=O)cc3)c2c1C	-2	-1	8	6	-4	2	-5.5	6	-2
Clc1ccccc1N/N=C/c1ccc2c(c1)OCO2	4	-1	11	6	-2	0	2.0	1	6
O=C(CSc1ccc(-c2ccccn2)nn1)c1ccc([N+](=O)[O-])cc1	2	-2	4	12	0	-4	-1.3	4	9
COC(=O)CSc1nnnn1-c1cccc2ccccc12	4	-7	12	17	-2	-4	-0.3	-9	7
Cc1c(C2C(C#N)=C(N)N(c3cccc([N+](=O)[O-])c3)C3=C2C(=O)CCC3)cnn1C (stereo not drawn)	3	1	12	8	5	2	-1.2	7	8
